Bioassay records (PubChem BioAssay)
TbPYK inhibitor: inhibitors of Trypanosoma brucei pyruvate kinase | TbPYK enzyme, Kinase-Glo Plus ATP luminescence, 45 min | Potency, µM (top dose mostly 76.8 µM), without a hit: at the top dose activity, negative = inhibition, usual class: inhibitors | 0.12% of 410,000 active; active means well fitted inhibition curve with a large enough effect; inconclusive means small, poorly fitted or top-dose-only effect; further: nearly all actives have a fitted effect of over 50% in size
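Screened from lowest to highest concentration, compounds were pinned into TbPYK/substrate mixtures, and ADP (130 uM final) was added. Plates sat at room temperature for 45 min prior to Kinase-Glo Plus detection by luminescence.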
An asterisk follows results filed as active; ? = inconclusive. On the % scale 0 is the no-effect control and ±100 the full control effect; potency means the concentration at half of the fitted maximal effect. Only part of the results is shown, so the mix of outcomes need not match the whole.

Molecule	TbPYK inhibitor
CC(Cc1ccccc1)Nc1ncnc2c1ncn2C1OC(CO)C(O)C1O (stereo not drawn)	5%
O=C(Cn1c(=O)nc(-c2ccccc2)c2cc(Cl)ccc21)NCCc1ccc(Cl)cc1	2%
Cc1oc(-c2ccc(Cl)cc2)nc1Cn1c(=O)cc(-c2ccccc2)c2c(C)nn(C)c21	-4%
O=C(Nc1ccccn1)c1ccccc1	-1%
COc1ccc(NC(=O)CSc2ncc(-c3ccc(Cl)cc3)[nH]2)cc1OC	3%
CCCCCCCCCCCCCCCCCCNc1ccn(C2OC(COP(=O)(O)OCC3OC(n4cc(F)c(=O)[nH]c4=O)CC3O)C(O)C2O)c(=O)n1 (stereo not drawn)	2%
COc1ccc(C)cc1NC(=O)c1nnn(Cc2cccc(Br)c2)c1N	8%
C[C@]1(O)CCC2C3CC[C@H]4C[C@@H](OC(=O)[C@@H](N)CCCCN)CC[C@]4(C)C3CC[C@@]21C (stereo partly drawn)	4%
COc1ccccc1CNC(=O)c1ccc2c(c1)sc1nc(-c3ccc(F)cc3)cn12	3%
O=C(NCCCN1CCOCC1)c1onc(CSc2ccccc2)c1C(=O)NCCCN1CCOCC1	0%
O=C(CS(=O)(=O)c1cn(CC(=O)N2CCOCC2)c2ccccc12)NCc1ccccc1	2%
Cc1ccc(C(O)c2ncc(-c3ccc(Cl)cc3)[nH]2)c(C)c1 (stereo not drawn)	-1%
N#Cc1ccccc1S(=O)(=O)N1CCC(Oc2ccc(-n3cnnn3)cc2)CC1	-15%
COc1c2c(c(OC)c3c1c(=O)c1ccccc1n3C)OCO2	3%
O=C(Nc1ccccc1Cl)c1cc2c(-c3ccccc3)nn(-c3ccccc3)c2s1	-3%
COc1ccc(OC)c(NC(=O)CN(C)S(=O)(=O)c2ccc3[nH]c4c(c3c2)CCCC4)c1	-3%
COc1ccccc1CN1CC2(CCN(S(C)(=O)=O)CC2)C1	-3%
Cc1cc2nc3ccc(N(C)C)cc3nc2cc1N	?
COC(=O)CC(=O)O[C@H]1C=C[C@@H](NC(=O)OC(C)(C)C)C1	-1%
COc1ccc(OC(=O)N(C)C[C@H]2OCc3cn(nn3)CCCC(=O)N([C@H](C)CO)C[C@@H]2C)cc1	2%
O=C(NCc1ccco1)c1ccc2nc([C@@H]3O[C@H](CO)[C@H](O)[C@H](O)[C@H]3O)[nH]c2c1	1%
COc1ccc(-c2cc(C(=O)Nc3c(C(=O)c4ccc(C)c(F)c4)oc4ccccc34)no2)cc1	0%
COc1ccc(NC(=O)N2CC[C@@]3(CCCN(C(=O)c4cc(C(F)(F)F)cc(C(F)(F)F)c4)C3)C2)cc1	-6%
CSc1nc(S(C)(=O)=O)nc2[nH]c(=O)[nH]c12	-7%
COc1ccc(CCNC(=O)Cn2cc(C(=O)c3ccc(Cl)cc3)c(=O)c3ccc(C)nc32)cc1OC	2%
Cc1nc(CC(=O)Nc2ccc(C)c(C)c2)cs1	0%
NP(=O)(Oc1ccccc1)Oc1ccccc1	3%
CCOC(=O)c1ccc(N2C(=O)c3[nH]nc(-c4ccc(OCC)cc4)c3C2c2cccs2)cc1 (stereo not drawn)	0%
O=C(Nc1ccc(Cl)cc1C(F)(F)F)c1cc(S(=O)(=O)NCc2ccccc2)ccc1F	-5%
COc1ccc(CNC(=O)Cn2nc(C)c3nn(-c4ccc(Cl)cc4)c(C)c3c2=O)cc1	-10%
O=C(CSc1nc(-c2ccccc2)no1)N1CCN(c2ccccc2F)CC1	1%
COc1ccccc1NC(=O)C1=C(C)Nc2nnnn2C1c1cc(Br)c(O)c(OC)c1 (stereo not drawn)	-14%
CCS(=O)(=O)c1c(Nc2ccc(F)c(Cl)c2)sc(C(=O)c2ccccc2)c1N	3%
COC[C@@H]1NS(=O)(=O)c2ccc(Br)cc2O[C@H]1c1ccccc1	-7%
COc1ccccc1C(=O)Nc1cccc(OCc2cc(=O)n3c(C)csc3n2)c1	-16%
FC(F)(F)Oc1ccccc1C(c1nnnn1C1CCCCC1)N1CCN(C/C=C/c2ccccc2)CC1 (stereo not drawn)	-8%
COc1ccccc1CNC(=O)CS(=O)(=O)c1cccc2nsnc12	-3%
COc1ccc(CNC(=O)c2cnc(N3CCCC3)nc2C)c(OC)c1	2%
CCc1cccc(NC(c2nnc(-c3ccccc3)o2)c2ccc(F)cc2Cl)c1 (stereo not drawn)	1%
CCOc1ccccc1CNC(=O)c1nc(-c2ccc(Cl)cc2)n2c1CCCCC2	-6%
COCCCNC(=O)CN1C(=O)COc2ccc(S(=O)(=O)N3CCCC3)cc21	1%
COc1ccc(Nc2cc(C(=O)NCCCN(C)c3ccccc3)c3ccccc3n2)c(OC)c1	-5%
COc1ccc(Cl)cc1NC(=O)CN(C)C(=O)CN1C(=O)NC(C)(c2ccc3ccccc3c2)C1=O (stereo not drawn)	-2%
CCOC(=O)C1(C(=O)OCC)NC(=O)CC1CC (stereo not drawn)	2%
COc1ccccc1CCNC(=O)C(=O)NCC(c1ccco1)S(=O)(=O)c1cccs1 (stereo not drawn)	4%
Cc1ccc(-c2ccc(=O)n(C(C)C(=O)Nc3ccccc3Cl)n2)cc1C (stereo not drawn)	-7%
COc1ccc(S(=O)(=O)n2nc(C)c(S(=O)(=O)N3CCCCC3)c2C)cc1	12%
Clc1cccc(CNc2ccn3nc(-c4ccccc4Cl)cc3n2)c1	7%
Nc1ccn([C@@H]2O[C@H](CNC(=O)[C@H]3CCC(=O)N3)[C@@H](O)[C@H]2O)c(=O)n1	-9%
CC(=O)OCCn1c([N+](=O)[O-])cnc1C=[N+]([O-])C1CCCCC1	2%

Some of the entries so far, as labelled records:
> Cc1ccc(C(O)c2ncc(-c3ccc(Cl)cc3)[nH]2)c(C)c1 (stereo not drawn)
- TbPYK inhibitor = -1%
> COc1ccc(CNC(=O)c2cnc(N3CCCC3)nc2C)c(OC)c1
- TbPYK inhibitor = 2%
> COC(=O)CC(=O)O[C@H]1C=C[C@@H](NC(=O)OC(C)(C)C)C1
- TbPYK inhibitor = -1%
> COc1ccc(OC)c(NC(=O)CN(C)S(=O)(=O)c2ccc3[nH]c4c(c3c2)CCCC4)c1
- TbPYK inhibitor = -3%

Next section
Molecule	TbPYK inhibitor
COc1ccc(N(CC(=O)NCCc2ccccc2)S(=O)(=O)c2ccc(OC)c(OC)c2)cc1	1%
CC(=O)c1ccc(Nc2nc(C(N)C(C)C)cs2)cc1 (stereo not drawn)	3%
O=C(NCCCCCCCN1CCCCCCC1)C(C1CCCCC1)C1CCCCC1	2%
Cn1cncc1C#Cc1ccc(N2C(c3ccsc3)=Cc3ccc(F)cc3C2c2c[nH]c3ccccc23)cc1 (stereo not drawn)	4%
CCCOc1cccc(C2c3c(oc4ccc(F)cc4c3=O)C(=O)N2c2nc(C)c(C(C)=O)s2)c1 (stereo not drawn)	1%
CC1(C(=O)NS(=O)(=O)c2ccc(C#N)cc2)CCN1C(=O)Cc1ccc(-c2ccccc2)cc1 (stereo not drawn)	5%
O=C(CCCn1c(=O)c2cccn2c2ccccc21)NCCc1ccc(Cl)cc1	-4%
CC(=O)c1ccc(C(=O)N(CCCN(C)C)c2nc3c(C)c(C)ccc3s2)cc1	2%
CN(C(=O)c1ccc(NC(=O)Cc2cccc(NC(=O)C3CCN(C(=O)C4CC4)CC3)c2)cc1)C1CC1	-13%
O=C(O)C(c1ccccc1)C(O)C1CCCC1 (stereo not drawn)	0%
CCC1(CCO)C(=O)NC(=S)NC1=O	-3%
O=C(CSc1oc(-c2ccc(F)cc2)nc1S(=O)(=O)c1ccc(Br)cc1)NC1CCCCC1	-15%
CCOCCCNC(=O)Cn1ncc2c([nH]c3ccc(C)cc32)c1=O	-10%
Cc1ccc(-c2nc3c(c(SCc4ccc(Br)cc4)n2)Cc2c(CO)cnc(C)c2O3)cc1	-6%
COc1ccc(NC(=O)CSc2nc3c(oc4ccccc43)c(=O)n2-c2ccc(C)c(C)c2)cc1	-8%
Cn1c(=O)n(C/C=C/c2ccccc2)c(=O)c2c1nc1n2CCN1c1ccccc1	-4%
CCOC(=O)c1ccc(NC(=O)Cc2coc3cc(C)cc(C)c23)cc1	7%
CCOC(=O)C1=CCC(c2cccs2)N(S(=O)(=O)c2ccc(C)cc2)C1 (stereo not drawn)	2%
CCc1ccc(NCc2cc3cc4c(cc3n(CC(=O)Nc3ccc(Cl)cc3)c2=O)OCO4)cc1	-6%
Cn1ccc2c(/C=C/c3ccc(F)cc3)cc3c(c21)C1CCC3C1 (stereo not drawn)	-7%
COc1cc(OC)c(NS(=O)(=O)c2c(C)nc3sc(C)cn3c2=O)cc1Cl	-3%
O=C(NCc1ccncc1)c1ccc(-c2ccc(F)c(F)c2)c2ccoc12	3%
CCNC(=O)C1CCCN(C(=O)c2ccccc2F)CC1 (stereo not drawn)	2%
CCOc1ccc(Nc2ncnc3c2cnn3-c2ccc(F)cc2)cc1	1%
C=C(C)C(=O)N1CCN(C(=O)C(=C)C)c2ccccc21	0%
Cc1ccc(NC(=O)C2CCN(C(=O)c3cnn(-c4ccccc4)c3-n3cccc3)CC2)cc1C	-1%
COc1ccc(Cl)cc1NC(=O)CN(c1cccc(C)c1C)S(C)(=O)=O	3%
Cc1cccc(OC(C)C(=O)Nc2nonc2-c2ccc(Br)cc2)c1C (stereo not drawn)	1%
COc1ccc(C2C(=O)N(C3CCC(C)CC3)CC(=O)N2CCC2=CCCCC2)cc1OC (stereo not drawn)	0%
Cc1cc(C)n2c(Nc3ccc4c(c3)OCCO4)c(C3CC3)nc2n1	4%
CCc1ccc(-n2c(CCC(=O)O)ccc2-c2ccc(F)cc2)cc1	-4%
CCCCCCOc1ccc(-c2nc3ccc(Br)cc3c(=O)o2)cc1	1%
COc1ccc(-n2c(CCC(=O)O)ccc2-c2ccccc2)c(OC)c1	-1%
Cc1ccc(/C=C2/CNC/C(=C/c3ccc(C)cc3)C2=O)cc1	3%
COc1cc(C(O)c2nc(-c3cccc4cccnc34)cs2)ccc1F (stereo not drawn)	-5%
Cc1ccc(CCNC(=O)c2c(C)oc3nc(C)nc(N4CCOCC4)c23)cc1	-1%
Cc1cccc(C)c1NS(=O)(=O)c1ccc2c(c1)[C@H]1C=CC[C@H]1[C@@H](c1ccc(Cl)cc1)N2	-7%
c1ccc(COc2cccc(-c3cc4nc(NCCN5CCOCC5)ccn4n3)c2)cc1	-5%
CCOc1ccc(NC(=O)CN2C(=O)C(c3ccccc3)=NC23CCC(C)CC3)cc1 (stereo not drawn)	-9%
CC(=O)OC1CC2(C)C(CCC2(O)C(C)=O)C2CCC3C(Cl)C(=O)CCC3(C)C12 (stereo not drawn)	6%
Nc1ccc(S(=O)(=O)Nc2nc(-c3ccccc3)cc(-c3ccccc3O)n2)cc1	1%
Cc1ccc(-c2cc3c(N4CCN(c5cc(C)ccc5C)CC4)nccn3n2)cc1	-3%
COc1cccc(N2C(=O)CSC23C(=O)N(CC(=O)Nc2cc(C)ccc2C)c2ccccc23)c1 (stereo not drawn)	0%
Cc1cccc(CNC(=O)Cn2nc(C)n3c(cc4cc(F)ccc43)c2=O)c1	-1%
COC(=O)[C@@]1(Cc2ccccc2)C=C[C@@H](C)N1C(C)=O	3%
CC(=O)Nc1ccc(NS(=O)(=O)c2ccc3[nH]c4c(c3c2)CCCCC4)cc1	-3%
CCN(CC)CCSc1c(C(C)C)cnc2c1c(=O)n(C)c(=O)n2C	?
O=C(NCCN1CCC(n2c(=O)[nH]c3ccccc32)CC1)c1ccc(Cl)cc1Cl	-2%
O=C(CC(c1cccs1)N1Cc2ccccc2C1=O)Nc1ccccc1F (stereo not drawn)	0%
Cc1cc(C)n(-c2nc3cc(Cl)c(Cl)cc3nc2Nc2ccc(F)cc2C)n1	4%

More compounds.
Molecule	TbPYK inhibitor
CC1(Oc2cccnc2Cl)CCN(Cc2ccc(OC(F)(F)F)cc2)C1 (stereo not drawn)	-1%
Cc1oc2c(c(C)cc3oc(=O)c(CC(=O)NCc4ccccc4)c(C)c32)c1C	-2%
COc1ccc(-c2ccc(NS(=O)(=O)c3ccc(OC)c(OC)c3)cc2)nn1	1%
O=c1cc(CSc2nc(NCc3ccc(Cl)cc3)c3ccccc3n2)nc2ccc(Cl)cn12	-7%
CC(C)c1noc(-c2ccccc2OCC(=O)Nc2ccc([N+](=O)[O-])cc2)n1	-3%
COc1ccc(C)cc1NC(=O)CSc1nc(=O)n(Cc2cccnc2)c2c1CCC2	5%

Part of the list above in a different format:
COc1ccc(-c2ccc(NS(=O)(=O)c3ccc(OC)c(OC)c3)cc2)nn1
  TbPYK inhibitor: 1%
Cc1oc2c(c(C)cc3oc(=O)c(CC(=O)NCc4ccccc4)c(C)c32)c1C
  TbPYK inhibitor: -2%
O=c1cc(CSc2nc(NCc3ccc(Cl)cc3)c3ccccc3n2)nc2ccc(Cl)cn12
  TbPYK inhibitor: -7%
CC1(Oc2cccnc2Cl)CCN(Cc2ccc(OC(F)(F)F)cc2)C1 (stereo not drawn)
  TbPYK inhibitor: -1%
